# PolyA inh: polyadenylation inhibitors in yeast reporter cells, primary screen, luminescence, S. cerevisiae. S. cerevisiae SKY197-pL101 polyadenylation reporter, beta-gal luminescence; efflux-impaired pdr1/pdr3 knockout yeast; score 100 = 6 SD above DMSO. calls only at 12 µM. hit rate 0.02% among 300,000. AID 1875, 2009;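 active means lowest replicate activity score at least 50, where 100 means six control SD above control mean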;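 further: yeast exposed to compound for 9 h at 30 °C; higher score means more reporter readthrough which indicates perturbed polyadenylation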
# MrgX1 allo act: positive allosteric modulators of MrgX1, primary screen, HEK293 cells, Fluo-4 calcium flux | Mas-related G-protein coupled receptor member X1 (Homo sapiens), Q96LB2 | FDSS; active compounds read high | B-score at 10 µM | hit rate 0.63% among 310,000;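 active means plate-corrected calcium response at least 3 library SD above typical, normal starting fluorescence, not activating the receptor alone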;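 further: compound read alongside a low EC10 to EC30 dose of BAM8-22 agonist; peak minus trough fluorescence over baseline measured at the second addition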
# Target sequence (Q96LB2 whole entry, looked up): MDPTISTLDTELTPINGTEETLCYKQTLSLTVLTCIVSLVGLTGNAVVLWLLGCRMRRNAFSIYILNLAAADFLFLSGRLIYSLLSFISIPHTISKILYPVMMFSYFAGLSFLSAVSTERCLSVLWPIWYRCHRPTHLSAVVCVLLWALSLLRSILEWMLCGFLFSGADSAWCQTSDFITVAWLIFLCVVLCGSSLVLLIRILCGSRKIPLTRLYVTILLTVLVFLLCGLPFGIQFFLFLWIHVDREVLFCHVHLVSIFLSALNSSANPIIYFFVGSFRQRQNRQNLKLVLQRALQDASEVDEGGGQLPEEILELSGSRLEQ
# TRPC6 inhibitor: mouse TRPC6 channel inhibitors, primary screen, cell-based, HEK293, membrane potential dye; Short transient receptor potential channel 6 (Mus musculus), Q61143; ACh-evoked depolarization; active compounds read low; B-score at 10 µM; hit rate 1.1% among 310,000;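 active means B-score under library mean minus 3 SD, initial fluorescence not abnormally high, positive integrated signal ratio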;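 further: B-score derived from integrated fluorescence ratio over the kinetic read; more negative B-score means stronger inhibition of depolarization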
# TRPC6 activator: mouse TRPC6 channel activators, primary screen, cell-based, HEK293, membrane potential dye; Short transient receptor potential channel 6 (Mus musculus), Q61143; HEK293-TRPC6 membrane potential dye fluorescence; active compounds read high; B-score at 10 µM; hit rate 0.13% among 310,000; AID 2550, 2010;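 active means B-score of the integrated fluorescence ratio above library mean plus 3 SD, and starting fluorescence ratio within library mean plus 5 SD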;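 further: higher score means more depolarization so channel activation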
# MrgX1 ag: agonists of human MrgX1 receptor, primary screen, HEK293 cells, Fluo-4 calcium flux; Mas-related G-protein coupled receptor member X1 (Homo sapiens), Q96LB2; Fluo-4 calcium fluorescence, agonist mode; active compounds read high; B-score at 10 µM; hit rate 0.44% among 310,000;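 active means calcium response B-score plate-corrected fluorescence ratio at least 3 library SD, with starting fluorescence B-score inside 5 SD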
#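 System – MrgX1-expressing HEK293 cells · Incubation – cells plated overnight, dye loaded 0.5 h 37 °C, 0.5 h room temperature · Technique – kinetic Fluo-4 NW fluorescence of intracellular calcium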
# TRPC4 PAM: positive allosteric modulators of TRPC4, primary screen, cell-based, mouse TRPC4beta, HEK293 mu-opioid, Fluo-4 calcium; Short transient receptor potential channel 4 (Mus musculus), Q9QUQ5; DAMGO EC20, Fluo-4 Ca2+ flux; active compounds read high; B-score at 10 µM; hit rate 0.42% among 310,000;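 active means B-score of calcium response area above 5 SD of library B-scores, with initial fluorescence ratio within 5 SD of library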;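 further: B-score of integrated fluorescence ratio over time as area under calcium response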
# TRPC4 act: activators of mouse TRPC4 channel, primary screen, Fluo4 calcium, HEK293 TRPC4beta/mu-opioid cells; Fluo4 calcium fluorescence; active compounds read high; B-score at 10 µM; hit rate 0.49% among 310,000; AID 2237, 2010;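 active means B-score above 5 SD of library B-scores, and initial fluorescence ratio not above library mean plus 5 SD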;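 further: positive B-score marks a calcium rise read as TRPC4 activation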
#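 Material: TRPC4beta and mu-opioid receptor HEK293 stable cells | Incubation: 45 min room-temperature Fluo4 loading, 110 s read | Detection: Kinetic Fluo4 calcium fluorescence | Measure: Integrated baseline-normalised fluorescence ratio, converted to per-well B score | Benchmarks: Low control buffer alone, high control maximal DAMGO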
# TRPC4 block: inhibitors of mouse TRPC4 channel, primary screen, Fluo4 calcium, HEK293 TRPC4beta/mu-opioid cells; DAMGO-evoked Fluo4 calcium flux; active compounds read low; B-score at 10 µM; hit rate 0.39% among 300,000; AID 2247, 2010;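 active means B-score over 3 SD under the library average, no early fluorescence shift, positive overall ratio signal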
#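 Test system – stable TRPC4beta/mu-opioid receptor HEK293 cells · Probe or stimulus – DAMGO, a submaximal dose followed by a maximal one · Dosing – one concentration per compound · Signal – Fluo4 calcium fluorescence by kinetic imaging, 5 s 1 Hz baseline · Evaluation – per-well B score of integrated baseline-normalized Fluo4 ratio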
# AI-2 QS mod: Vibrio harveyi AI-2 quorum sensing modulators, primary screen, JMH597 strain, luminescence/OD600 ratio; Vibrio harveyi JMH597 AI-2 luminescence/OD600 ratio, 9 h; active compounds read low; strain lacks LuxN and CqsS sensors; 0 = neutral-control median; activity change, % at 7.5 µM; hit rate 0.4% among 300,000; in the data active means activity change below about -75%, passing the limit was not always enough;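 further: luminescence divided by OD600 gain over 9 h not by final OD600 alone; inactives centre near 13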
# HIF activator: HIF pathway transcriptional activators, primary screen, cell-based, U2OS HRE-luciferase, luminescence; U2OS HRE-luciferase reporter; normalized: DMSO 0%, desferrioxamine 100%; activation, % at 7.5 µM (by protocol); hit rate 0.32% among 300,000;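 active means mean activation of at least 10% of the iron chelator positive control signal, with at least half of replicates also reaching 10%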
# MrgX1 antag: antagonists of human MrgX1 receptor, primary screen, HEK293 cells, Fluo-4 calcium flux; BAM8-22 antagonism; active compounds read low; hit rate 1.3% among 310,000; B-score at 10 µM; Mas-related G-protein coupled receptor member X1 (Homo sapiens), Q96LB2;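 active means calcium-response B-score plate-corrected more than 3 library SD below zero, starting fluorescence within 5 deviations, no agonist response on first addition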;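 further: peak minus trough fluorescence over baseline after final BAM8-22 challenge near maximal dose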
# Starred values were filed as active, the others as inactive; i = inactive; . = not tested or not shown. A portion of the library, so the mix of outcomes need not match the whole.
# The line under a structure holds: PolyA inh, MrgX1 antag, TRPC6 activator, TRPC4 block, HIF activator, AI-2 QS mod, MrgX1 allo act, TRPC4 PAM, TRPC4 act, TRPC6 inhibitor, MrgX1 ag
Cc1ccccc1CS(=O)(=O)c1cn(CC(=O)N2CCC(C)CC2)c2ccccc12
  i, i, i, i, -0.4, 25, i, i, i, i, i
CCc1cc2c(=O)n(Cc3ccco3)c(SCC(=O)N(C)C3CCS(=O)(=O)C3)nc2s1 (stereo not given)
  i, i, i, i, -0.9, 24, i, i, i, i, i
O=C(Nc1ccc(Cl)cc1Cl)NC1CCCC1
  i, i, i, i, 1.1, 24, i, i, i, i, i
O=C1C2C3C=CC(C3=C(c3ccccc3)c3ccccc3)C2C(=O)N1Cc1ccccc1 (stereo not given)
  i, i, i, i, 0.1, 12, i, i, i, i, i
COc1ccc(CCNc2c([N+](=O)[O-])c(=O)oc3ccccc23)cc1OC
  i, i, i, i, -0.1, 10, i, i, i, i, i
C=CCNC(=S)N/N=C/c1ccc(OCc2ccccc2)cc1
  i, i, i, i, 0.0, 16, i, i, i, i, i
CCc1sc(C(=O)NCc2ccccc2)cc1C
  i, i, i, i, 0.3, 29, i, i, i, i, i
CCC(CC)c1nnc(NC(=O)c2ccco2)s1
  i, i, i, i, 0.3, 24, i, i, i, i, i
CS(=O)(=O)N(CC(=O)NC1CCCCCC1)Cc1ccc(Cl)cc1
  i, i, i, i, 0.6, 11, i, i, i, i, i
COc1ccccc1N1CCN(/N=C/c2cccc(OC)c2OC)CC1
  i, i, i, i, 0.1, 25, i, i, i, i, i
CCC(C)[C@H](NC(=O)[C@H](Cc1ccccc1)n1c(=O)[nH]c2ccccc2c1=O)C(=O)N1CCC[C@@H]1C(=O)O (stereo not given in full)
  i, i, i, i, 0.1, 7, i, i, i, i, i
CC1=CC(C)C2C(=O)N(O)C(=O)C2C1 (stereo not given)
  i, i, i, i, 0.0, 21, i, i, i, i, i
Clc1ccc(CN2CCCCCC2)cc1Cl
  i, i, i, i, 0.8, -2, i, i, i, i, i
O=C(O)COCC(=O)N1CCN(C2c3ccccc3-c3ccccc32)CC1
  i, i, i, i, 0.0, 5, i, i, i, i, i
O=C1CCCC2=C1C(c1ccsc1)CC(=O)N2c1ccccc1 (stereo not given)
  i, i, i, i, 0.5, 26, i, i, i, i, i
CCC(C)NCCOCCSc1ccc(Cl)cc1 (stereo not given)
  i, i, i, i, -0.3, 17, i, i, i, i, i
COc1ccc(C(=O)C2CCCN(S(=O)(=O)C(C)C)C2)c(C)c1 (stereo not given)
  i, i, i, i, 0.5, 27, i, i, i, i, i
Cc1cccc(-c2noc(CCCC(=O)NC3CCCC3)n2)c1
  i, i, i, i, 0.9, 27, i, i, i, i, i
N#CCCN(C(=O)COC(=O)c1ccc(CNS(=O)(=O)c2ccc(F)c(Cl)c2)cc1)c1ccc(F)cc1
  i, i, i, i, -0.5, 42, i, i, i, i, i
Cc1cc(O)c2c(c1)C(=O)c1cc(O)cc(O)c1C2=O
  i, i, i, i, 0.3, 22, i, i, i, i, i
CN(CC(=O)N1CCN(c2ccccn2)CC1)S(=O)(=O)c1ccccc1
  i, i, i, i, 1.1, 14, i, i, i, i, i
COc1ccccc1NS(=O)(=O)c1cc(NC(=O)C(C)(C)C)ccc1N1CCOCC1
  i, -4.6*, i, i, -1.4, 13, i, i, i, i, i
O=C1CC(O)(C(F)(F)F)Oc2c1ccc1ccccc21 (stereo not given)
  i, i, i, i, -0.4, 45, i, i, 142*, i, 90*
CC(C)CN(C(=O)COC(=O)c1nc(Cl)ccc1Cl)C1CCS(=O)(=O)C1 (stereo not given)
  i, i, i, i, -0.5, 10, i, i, i, i, i
CCn1c(SCC(=O)NCC2CCCO2)nc2c(c1=O)SC(C)C2 (stereo not given)
  i, i, i, i, -0.1, 1, i, i, i, i, i
Cc1ccc(Cn2ncc(Cl)c(Cl)c2=O)cc1
  i, i, i, i, -0.3, 12, i, i, i, i, i
CCOC(=O)CSc1nnc(-c2ccccc2OC)o1
  i, i, i, ., -0.1, 38, i, i, i, i, i
CC(C)(C)c1ccc(OCCOCCn2cnc3ccccc3c2=O)cc1
  i, i, i, i, 1.3, 11, i, i, i, i, i
Cc1c(C)n(Cc2ccccc2)c2ncnc(NN)c12
  i, i, i, i, 0.7, 16, i, i, i, i, i
CC(=O)NCCC(=O)Nc1cc(S(=O)(=O)N2CCCCC2)ccc1Oc1ccccc1
  i, i, i, i, -0.9, 18, i, i, i, i, i

# Look-ups from the entries so far:
# Value for CCOC(=O)CSc1nnc(-c2ccccc2OC)o1 under HIF activator: -0.1
# Value for C=CCNC(=S)N/N=C/c1ccc(OCc2ccccc2)cc1 under AI-2 QS mod: 16

# (cont.)
# The line under a structure holds: PolyA inh, MrgX1 antag, TRPC6 activator, TRPC4 block, HIF activator, AI-2 QS mod, MrgX1 allo act, TRPC4 PAM, TRPC4 act, TRPC6 inhibitor, MrgX1 ag
CC(C)n1cc(/C=C2/SC(=O)N(CC(=O)Nc3ccc4c(c3)OCO4)C2=O)c2ccccc21
  i, i, i, i, -1.0, 19, i, i, i, i, i
CC(=O)Nc1ccc(S(=O)(=O)NCCc2c[nH]c3ccc(C)cc23)cc1
  i, i, i, i, -4.5, 18, i, i, i, i, i
c1ccc(CCN2CN=C(Nc3nc4ccccc4o3)NC2)cc1
  i, i, i, i, 1.9, 0, i, i, i, i, i
COc1ccc(C(=O)c2c(C)oc3ccc(O)cc23)c(OC)c1
  i, i, i, i, 0.9, -2, i, i, i, i, i
CC(C)c1ccc(NC(=O)CSc2n[nH]c(=O)n2-c2cccnc2)cc1
  i, i, i, i, 0.0, 18, i, i, i, i, i
COc1cccc(NC(=S)N(Cc2ccc(Cl)cc2)Cc2ccc(C(=O)O)cc2)c1
  i, i, i, i, 0.5, 12, i, i, i, i, i
O=C1c2ccccc2NC(c2cccnc2)N1c1ccccc1F (stereo not given)
  i, i, i, i, 0.1, 4, i, i, i, i, i
CC(OC(=O)/C=C/c1ccccc1Cl)C(=O)NC1CCCCC1C (stereo not given)
  i, i, i, i, -36, 20, i, i, i, i, i
CCOc1ccccc1N(CC(=O)NC(C)(C)C)C(=O)c1ccc(CN2CCOCC2)o1
  i, i, i, i, -0.3, 12, i, i, i, i, i
CCC1(CC)Cc2ccccc2-c2nc(NN)[nH]c(=O)c21
  i, i, i, i, 0.0, -1, i, i, i, i, i
CCCc1c2c(cc3c(=O)cc(C(=O)OCC)oc13)CCCC2
  i, i, i, i, -0.4, 22, i, i, i, i, i
O=C(CCNS(=O)(=O)c1ccc2[nH]c(=O)oc2c1)Nc1ccccc1
  i, i, i, i, -0.4, 15, i, i, i, i, i
CCOc1ccccc1OC(=O)CN1C(=O)c2ccccc2C1=O
  i, i, i, i, -1.7, 15, i, i, i, i, i
Cc1ccc(C(C)C)cc1S(=O)(=O)NCc1cccnc1
  i, i, i, i, -0.3, -25, i, i, i, i, i
O=C(Nc1ccccc1-c1ccccc1)c1ccccc1Br
  i, i, i, i, -0.4, -4, i, i, i, i, i
CN(C)c1ccc(N=Cc2nc(-c3ccccc3)oc2OC(=O)c2cccc(Cl)c2)cc1
  i, i, i, i, 2.0, 10, i, i, i, i, i
O=C(Nc1n[nH]c(C(F)(F)F)n1)C1CC1
  i, i, i, i, -0.9, 32, i, i, i, i, i
CCCCn1c(=O)c(CCC(=O)OCC(=O)NC(C)c2ccccc2)nc2ccccc21 (stereo not given)
  i, i, i, i, -0.4, 14, i, i, i, i, i
Cc1cc(-c2nnc(-c3cccc(Cl)c3)o2)no1
  i, i, i, i, 1.4, 8, i, i, i, i, i
COCCNC(=O)C(c1ccccc1)N(Cc1cccs1)C(=O)Cn1nnc2ccccc21 (stereo not given)
  i, i, i, i, 0.5, -3, i, i, i, i, i
CCN(CCO)c1nc(SC)nc2c1sc1nc(-c3ccco3)c3c(c12)CCC3
  i, i, i, i, -0.2, 15, i, i, i, i, i
CC(C)c1nccn1S(=O)(=O)c1cc(Cl)ccc1Cl
  i, i, i, i, 0.1, 18, i, i, i, i, i
Cc1cccc(-c2nn(-c3ccccc3)cc2C(=O)N(C)CC(=O)Nc2ccc(N3CCOCC3)cc2)c1
  i, i, i, i, 0.6, 27, i, i, i, i, i
COc1ccccc1CN1CCC(CNS(=O)(=O)c2cc(-c3onc(C)c3C)ccc2OC)CC1
  i, i, i, i, -0.5, 25, i, i, i, i, i
Cc1ccc(-n2cccn2)c(CN2CCC(CO)(CCc3ccccc3)CC2)c1
  i, ., i, i, -0.9, 12, ., i, 56*, i, .
Cc1ccccc1C(=O)NC1CCN(CC(=O)Nc2ccc(Br)cc2)CC1
  i, i, i, i, 0.2, ., i, i, i, i, i
CCn1c(=N)n(CC(O)COc2ccc(C)cc2)c2ccccc21 (stereo not given)
  i, i, i, i, 0.6, 18, i, i, i, i, i
O=C(Nc1c(F)cccc1F)C(c1ccccc1)c1ccccc1
  i, i, i, i, 0.1, 3, i, i, i, i, i
COc1ccc(C2CC(=O)N(c3ccccc3)C3=C2C(=O)CCC3)cc1 (stereo not given)
  i, i, i, i, -0.3, 16, i, i, i, i, i
CN(CC(=O)Nc1c(Cl)cccc1Cl)C(=O)CNC(=O)c1ccc2ccccc2c1
  i, i, i, i, 0.3, 20, i, i, i, i, i

# Screening results deposited in PubChem BioAssay by several laboratories.
